Epigenetic derep = Quantitative High-Throughput Screen for Regulators of Epigenetic Control; murine LDR cells, GFP reporter derepression, 30 h; Potency, µM (top dose mostly 53.9 µM), for the others: at the highest dose GFP activation, usual class: activators; hit rate 0.2% among 280,000; AID 1865, 2009; also: % of control where 0% means no effect; nearly all actives have a fitted effect of over 60% in size
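Murine LDR cells bearing a silenced CMV-driven GFP reporter were exposed to compound for 30 h at 37 C. After PBS washes, GFP-positive cells (20-120 um objects) counted by laser-scanning microplate cytometry.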
RECQ1 helicase = qHTS Assay for Inhibitors of RecQ-Like Dna Helicase 1 (RECQ1); RECQ1 DNA unwinding, red fluorescence kinetic read; Potency, µM (series often up to 57.3 µM), for inactives: top-dose activity, negative = inhibition, actives largely listed as inhibitors; hit rate 0.54% among 240,000; AID 2549, 2010;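 also: plate controls were vehicle for no effect and no enzyme for full effect; nearly all actives have a fitted effect of over 30% in size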
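RECQ1T1 50 nM; forked duplex (20 bp + 30-nt ss tails) 200 nM, ATP 2 mM final; pH 8.0, 2 mM MgCl2, 2.5 ug/ml poly(dI-dC); 15 min compound preincubation; discontinuous kinetic read over 2 h at RT.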
GoLoco inh red = qHTS Assay for Inhibitors of RGS12 GoLoco Motif Activity (Red Fluorophore); Guanine nucleotide-binding protein G(i) subunit alpha-1 (Homo sapiens), P63096; Gai1:RGS12 GoLoco peptide FP, rhodamine, 10 min; Potency, µM (doses to about 61.6 µM), inactives show at the highest dose activity, negative = inhibition, usual class: inhibitors; hit rate 0.44% among 230,000; AID 880, 2007; active = well fitted inhibition curve with a large enough effect, not every such curve was filed as active; inactive = no such curve, though single readings can be large or run the other way; also: % is scaled to controls: 0 for no effect and ±100 for the full control effect; nearly all actives have a fitted effect of over 30% in size; many of its hits are not listed in these tables
Target sequence (P63096 whole entry, looked up): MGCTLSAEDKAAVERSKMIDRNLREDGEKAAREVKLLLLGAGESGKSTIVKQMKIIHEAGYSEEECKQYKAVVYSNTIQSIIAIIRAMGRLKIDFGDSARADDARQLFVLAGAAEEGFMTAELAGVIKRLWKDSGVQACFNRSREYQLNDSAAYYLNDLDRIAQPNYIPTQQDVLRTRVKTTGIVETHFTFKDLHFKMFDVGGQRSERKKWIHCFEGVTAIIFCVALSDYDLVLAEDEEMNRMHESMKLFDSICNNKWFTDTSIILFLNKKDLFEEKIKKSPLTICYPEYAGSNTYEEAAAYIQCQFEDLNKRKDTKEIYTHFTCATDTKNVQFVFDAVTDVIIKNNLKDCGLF
Luc counter = Counterscreen for Luciferase (Kinase-Glo TM) Inhibition | Luciferin 4-monooxygenase (Photuris pensylvanica), Q27757 | Kinase-Glo luciferase, ATP luminescence, 8 min | Potency, µM (doses to about 38.3 µM), for inactives: at the top dose activity change, negative = inhibition, actives largely listed as inhibitors | hit rate 0.28% among 200,000; also: % is scaled to controls: 0 for no effect and ±100 for the full control effect; nearly all actives have a fitted effect of over 60% in size
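Light output from Kinase-Glo luciferase with luciferin and 10 uM ATP in 50 mM imidazole pH 7.2, KCl, MgCl2, Tween 20, BSA; compound pin-delivered, 8-min ambient incubation, then luminescence read.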
NPSR antagonist = qHTS Assay for Antagonists of the Neuropeptide S Receptor: cAMP Signal Transduction. AID 1461, 2008. Q6W5P4. CHO-NPSR cells, cAMP TR-FRET, antagonist mode. hit rate 1% among 220,000. Potency, µM (series often up to 38.3 µM), for inactives: at the highest dose activity change, negative = inhibition, usual class: inhibitors; also: % is scaled to controls: 0 for no effect and ±100 for the full control effect; nearly all actives have a fitted effect of over 50% in size; many of its hits are not listed in these tables
Target sequence (Q6W5P4 whole entry, looked up): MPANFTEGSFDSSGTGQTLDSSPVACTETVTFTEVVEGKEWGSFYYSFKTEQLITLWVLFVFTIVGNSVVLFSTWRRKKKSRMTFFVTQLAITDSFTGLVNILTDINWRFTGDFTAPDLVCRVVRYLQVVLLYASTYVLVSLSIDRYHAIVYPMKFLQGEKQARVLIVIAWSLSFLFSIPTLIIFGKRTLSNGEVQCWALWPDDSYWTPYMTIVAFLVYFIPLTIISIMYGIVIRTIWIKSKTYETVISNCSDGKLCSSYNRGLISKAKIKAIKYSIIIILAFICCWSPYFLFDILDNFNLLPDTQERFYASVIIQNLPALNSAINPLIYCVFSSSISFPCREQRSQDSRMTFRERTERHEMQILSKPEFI
SMN2 splice up = qHTS Assay for Enhancers of SMN2 Splice Variant Expression; HEK293 SMN2-luciferase splicing reporter, luminescence, 30-36 h; Potency, µM (highest dose often 46.1 µM), for the others: at the highest dose activity change, positive = activation, actives largely listed as activators; hit rate 2.8% among 210,000; also: % of control where 0% means no effect; nearly all actives have a fitted effect of over 55% in size
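qHTS luciferase splicing reporter: luminescence rises when SMN2 exon 7 is included in transfected HEK293 cells. Compound exposure lasted 30-36 h at 37C, with 4.5 mM final sodium butyrate as control, followed by a ONE-Glo read.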
IMPase Li inh = qHTS Assay for Identifying the Cell-Membrane Permeable IMPase Inhibitors: Potentiation with Lithium; CHO-M1 cells, IP1 TR-FRET (IP-One), carbachol + lithium; Potency, µM (highest dose often 59.4 µM), for inactives: at the highest dose activity, negative = IMPase inhibition, usual class: inhibitors; hit rate 0.35% among 210,000; AID 1457, 2008;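 also: IP1 builds up when IMPase is blocked and the TR-FRET signal falls; plate controls were basal vehicle for no effect and high inhibitor control for full effect; nearly all actives have a fitted effect of over 50% in size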
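CHO-M1, 2000 cells/well, 16–30 h culture; cpd + low Li+, 30 min 37C; lysis with d2-IP1/Eu-anti-IP1 Ab, 10 min RT; TR-FRET 665/620 ratio and 620 channel; AC50 via Hill.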
KDM4E inh = qHTS Assay for Inhibitors of Human Jumonji Domain Containing 2E (JMJD2E); Lysine-specific demethylase 4E (Homo sapiens), B2RXH2; JMJD2E catalytic domain, FDH-coupled NADH fluorescence (FDH is formaldehyde dehydrogenase); Potency, µM (highest dose often 57.1 µM), for inactives: at the top dose activity change, negative = inhibition, hits mostly inhibitors; hit rate 1.6% among 230,000; active = well fitted inhibition curve with a large enough effect, not every such curve was filed as active; inconclusive = small, poorly fitted or top-dose-only effect, or another doubt; inactive = no such curve, though single readings can be large or run the other way;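 also: 0% = wells with enzyme and -100% = buffer wells without enzyme; nearly all actives have a fitted effect of over 50% in size; many of its hits are not listed in these tables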
Target sequence (B2RXH2 1-337 limits assumed): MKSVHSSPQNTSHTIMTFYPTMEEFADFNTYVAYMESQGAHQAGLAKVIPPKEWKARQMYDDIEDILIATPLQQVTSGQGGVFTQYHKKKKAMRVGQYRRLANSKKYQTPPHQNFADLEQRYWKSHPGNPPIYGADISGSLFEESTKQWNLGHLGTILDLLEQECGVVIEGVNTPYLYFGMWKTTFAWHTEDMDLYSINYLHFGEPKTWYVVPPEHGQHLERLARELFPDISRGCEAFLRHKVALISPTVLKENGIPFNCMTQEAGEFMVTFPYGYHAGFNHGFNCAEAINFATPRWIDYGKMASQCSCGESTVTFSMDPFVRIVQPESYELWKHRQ
* hit, by the source's call; i = inactive; ? = inconclusive; · = not tested or not shown; [ ] = another dose, or the depositor's remark. Unless noted, calls follow the shape of the dose curve; as a rule, active = well fitted curve in the direction sought with a large enough effect; inconclusive = small, poorly fitted or top-dose-only effect, or another doubt; inactive = no such curve, though single readings can be large; an effect the other way counts as inactive or inconclusive. Potency is read from the fitted curve at half-maximal effect. Only part of the results is shown; rates above refer to the full screens.

SMILES | Epigenetic derep | RECQ1 helicase | GoLoco inh red | Luc counter | NPSR antagonist | SMN2 splice up | IMPase Li inh | KDM4E inh
Cc1nn(Cc2ccc(Cl)cc2)c2sc(C(=O)OCC(N)=O)cc12 | -0.3% | -17% | 7% | -3% | -16%[46.1 µM] | 6% | -10%[38.3 µM] | -7%
Cc1ccc(-c2nc3ncccn3c2NC2CCCC2)o1 | -6.7% | -6% | -16% | -6% | -11%[46.1 µM] | -1% | 35%[activator][38.3 µM] | ?
CC1CN(CCCCOc2ccc(F)cc2)CC(C)O1 (stereo unspecified) | 2.3% | i | -3% | -1% | 13% | -5% | 5% | ?
Nc1ccc(N=Nc2ccc(N)cc2)cc1 | 3.4% | -17% | 2% | -1% | -13% | 14µM* | 10% | -7%
CC(=O)c1ccc(NC(=O)C2CCCNC2=O)cc1 (stereo unspecified) | 5.6% | -7% | -7% | -5% | 4%[46.1 µM] | 10% | 11%[38.3 µM] | -10%
CCC(=O)NNC(=O)CCC(=O)Nc1ccc(C)cc1C | 2.9% | -3% | 12% | 2% | 15% | 10% | -6% | 5%
Cc1c(Cl)cccc1NC(=O)CSc1ncnc2c1cnn2CCc1ccccc1 | ? | -7% | 2% | -1% | -5%[46.1 µM] | -2% | -5%[38.3 µM] | 1%
Clc1ccccc1SCc1nc2ccccc2[nH]1 | -0.9% | -12% | 5% | -2% | -9%[46.1 µM] | ? | 2% | 8%
Cc1cc(NC(=O)COC(=O)c2cc(S(=O)(=O)N(C)c3ccccc3)ccc2Cl)no1 | 0.7% | i | 3% | · | 2% | · | · | -2%
O=C(c1ccc(COc2ccccc2Cl)o1)N1N=C(C(F)F)CC1(O)C(F)F (stereo unspecified) | -2.0% | 2% | 7% | 9% | -23% | -14% | 5% | 3%
COC(=O)c1ccc(NS(=O)(=O)c2ccc(OC)cc2)cc1 | -4.6% | i | -9% | 3% | -6%[46.1 µM] | -23% | 14% | -1%
COc1ccc(NC(=S)N2CCC(C(=O)c3ccc(F)cc3)CC2)c(OC)c1 | -1.1% | -23% | -2% | 3% | 13% | -15% | 1% | -25%
CC(C)NC(=O)COC(=O)c1ccc(NS(=O)(=O)c2ccc3c(c2)OCCO3)cc1 | 0.0% | -7% | 13% | -4% | -10%[46.1 µM] | -8% | 12%[38.3 µM] | -3%
N#C/C(=C\c1cccc(Oc2ccccc2)c1)C(=O)N1CCOCC1 | -4.2% | -1% | -14% | 0% | -28% | -4% | 4% | -15%
COc1ccc(C2CC(=O)Nc3cc(C)c(C)cc32)c(OC)c1OC (stereo unspecified) | 8.9% | -3% | 0% | -3% | -14%[46.1 µM] | 2% | -3%[38.3 µM] | 3%
N#C/C(=C\c1cccs1)C(=O)Nc1ccccn1 | -0.3% | -9% | 10% | · | 11%[7.67 µM] | · | · | -3%
Cc1ccc(NC(=O)c2ccc(CSc3nnnn3C)cc2)cc1 | -1.1% | -2% | 8% | -2% | -9%[46.1 µM] | 8.9µM* | -13%[38.3 µM] | -13%
Nc1sccc1C(=O)c1ccc(Cl)cc1 | 0.0% | 0% | 6% | -3% | 5%[46.1 µM] | 28% | 8%[38.3 µM] | 9%
CN(C)c1nc(-c2ccccc2)ncc1S(=O)(=O)c1ccccc1 | -1.9%[10.1 µM] | i | 26% | -4% | -32% | -3% | 21% | ?
CCOC(=O)C1CSc2[nH]c(=O)sc2C1c1ccccc1 (stereo unspecified) | 0.8% | -2% | -3% | 3% | -13%[46.1 µM] | · | 1%[38.3 µM] | -1%

4 compounds from above with just Epigenetic derep.
canonical_smiles | Epigenetic derep
COc1ccc(C2CC(=O)Nc3cc(C)c(C)cc32)c(OC)c1OC (stereo unspecified) | 8.9%
N#C/C(=C\c1cccs1)C(=O)Nc1ccccn1 | -0.3%
Cc1ccc(NC(=O)c2ccc(CSc3nnnn3C)cc2)cc1 | -1.1%
Nc1sccc1C(=O)c1ccc(Cl)cc1 | 0.0%

Going on with the list:
SMILES | Epigenetic derep | RECQ1 helicase | GoLoco inh red | Luc counter | NPSR antagonist | SMN2 splice up | IMPase Li inh | KDM4E inh
Cc1cccc(CSCCNC(=S)Nc2ccccc2)c1 | 0.1% | i | 10% | 5% | -23% | 21% | 7% | 4%
CCOc1ccccc1N1CCN(C(=O)C(Sc2ccccc2)c2ccccc2)CC1 (stereo unspecified) | 1.9% | -8% | -4% | 0% | ? | -18% | 25%[38.3 µM] | 3%
CC(=O)OCC1OC(Oc2cc(OC(C)=O)c3c(=O)cc(-c4ccc(OC(C)=O)c(OC(C)=O)c4)oc3c2)C(OC(C)=O)C(OC(C)=O)C1OC(C)=O (stereo unspecified) | 19% | -27% | 3% | -2% | · | · | 9% | ?
COc1cc(NC(=O)CN2C(=O)C(c3ccccc3)=NC2(C)C)cc(OC)c1 | 1.3% | -4% | -5% | 0% | ? | 37% | 1% | 0%
Cc1ccc(N(CC(=O)Nc2ccccc2C(=O)NCc2ccco2)S(=O)(=O)c2ccccc2)cc1C | 0.0% | i | 14% | -4% | -21%[46.1 µM] | 15% | 21%[38.3 µM] | ?
COC(=O)c1cc(Br)c(=O)n(Cc2cccnc2)c1 | -1.0% | i | 4% | 3% | -5%[46.1 µM] | -8% | 17%[38.3 µM] | 0%
C=CCn1c(C)cc(C(=O)COC(=O)/C=C/c2cccc(OC)c2)c1C | 0.2% | -2% | 9% | -4% | 7% | -1% | 11% | ?
COc1cc(/C=C2\C(=O)N(CCC#N)N=C2C)ccc1OCC(=O)Nc1ccccc1 | 1.3% | 4% | -4% | -3% | -24% | 16% | -1% | ?
CCCCn1c2ccccc2c2cc(CC(N)=O)ccc21 | 0.2% | i | 3% | · | 3% | · | · | -2%
CC1(c2ccc(Cl)cc2)NC(=O)CS1 (stereo unspecified) | 5.1% | 12% | 1% | -1% | 29% | -18% | -6% | -7%
COc1cc(/C=N/Nc2nc(C)cc(=O)[nH]2)ccc1OC(=O)c1cccnc1 | -1.4% | i | 11% | 1% | 0% | 3% | 2% | -2%
Brc1ccc(NC2=Nc3ccccc3CC2)cc1 | 0.0% | -10% | -5% | -12% | -2%[46.1 µM] | 10µM* | 9%[38.3 µM] | 6%
CN(C)C(=O)c1c([N+](=O)[O-])c(C(C)(C)C)nn1C | -1.8% | 5% | 2% | 3% | 11% | 18% | -3% | 3%
Cc1nc(C)c(C(=O)NCc2ccccc2Cl)o1 | -2.1% | 5% | -12% | -1% | -1%[46.1 µM] | -49%[inhibitor] | 2%[38.3 µM] | 4%
COc1ccc(C(C)=O)c(OC(=O)c2ccc(OC)c(OC)c2)c1 | -11% | -1% | 6% | 0% | -7%[46.1 µM] | -13% | 17%[38.3 µM] | -5%
O=C(N/N=C/c1cn(-c2ccccc2)nc1-c1cccs1)c1ccncc1 | 1.0% | -2% | 14% | -11% | -6% | 2% | 15% | -7%
CCn1c(CC(=O)Nc2ccccc2F)nnc1SCC(=O)N1CCN(c2ccccc2)CC1 | -2.6% | i | 8% | -5% | 5%[46.1 µM] | -86%[inhibitor] | 8%[38.3 µM] | 2%
CO/N=C/C1CCN(c2ncc(C(F)(F)F)cc2Cl)C1=O (stereo unspecified) | 1.1% | 0% | -6% | 3% | 5% | 4% | -6% | 2%
O=C(Oc1ccc(OC(=O)c2ccco2)c(S(=O)(=O)c2ccc(Br)cc2)c1)c1ccco1 | 0.0% | 19% | -18% | -1% | -12%[46.1 µM] | -41%[inhibitor] | 14%[38.3 µM] | 8%
CS(=O)(=O)NN1C(=O)c2ccccc2NC1c1c[nH]c2ccccc12 (stereo unspecified) | 0.0% | -13% | 6% | 0% | 14% | 22% | -8% | ?
O=C(NCCN1CCN(c2ccccc2)CC1)C1CCN(S(=O)(=O)c2cccc3nsnc23)CC1 | -0.9% | 0% | 6% | -4% | 11% | -6% | -5% | 2%
c1ccc(-c2nnc(-c3ccncc3)nc2-c2ccccc2)cc1 | 0.9% | 4% | 16% | -4% | -33% | -33%[inhibitor] | -9% | -6%
NS(=O)(=O)c1ccc(Nc2nc3ccccc3nc2NS(=O)(=O)c2cccc([N+](=O)[O-])c2)cc1 | 0.1% | 2% | 4% | -3% | -31% | -12% | -2% | 1%
CCOC(=O)c1ccc(NC(=O)Nc2ccc3c(c2)OCCO3)cc1 | 2.0% | -10% | 6% | 1% | -10%[46.1 µM] | -11% | 5% | -18%
COc1cccc(CCc2nnc(CCC(=O)NC(C)Cc3cccs3)o2)c1 (stereo unspecified) | 0.0% | i | 11% | · | 9% | · | · | 3%
O=C1CN(C(=O)COC(=O)CNC(=O)c2ccccc2)c2ccccc2N1 | 2.2% | -4% | 3% | 0% | 12% | 1% | -6% | 3%
CC(=O)Nc1ccc(C2(c3ccc(NC(C)=O)cc3)C(=O)Nc3ccccc32)cc1 | 0.5% | -1% | 13% | 2% | 12% | -27% | -5% | 4%
CC1Cc2ccccc2N1C(=O)COC(=O)c1ccc(Br)o1 (stereo unspecified) | 0.9% | 0% | 0% | 1% | 4% | 6% | 5% | 1%
Cn1c(=O)oc2cc(S(=O)(=O)N3CCCC(C(=O)NC4CCCc5ccccc54)C3)ccc21 (stereo unspecified) | ? | -2% | -11% | 1% | -28%[46.1 µM] | -9% | 10%[38.3 µM] | 7%
CCn1cc(C(=O)N2CC(C)CC(C)C2)c(=O)c2cc(S(=O)(=O)N3CCOCC3)ccc21 (stereo unspecified) | -3.2% | -7% | -2% | -3% | -2%[46.1 µM] | -8% | -5%[38.3 µM] | 4%

A different layout for 2 compounds above.
Results follow in this order: Epigenetic derep, RECQ1 helicase, GoLoco inh red, Luc counter, NPSR antagonist, SMN2 splice up, IMPase Li inh, KDM4E inh
CC1Cc2ccccc2N1C(=O)COC(=O)c1ccc(Br)o1 (stereo unspecified)
→ 0.9%, 0%, 0%, 1%, 4%, 6%, 5%, 1%
O=C1CN(C(=O)COC(=O)CNC(=O)c2ccccc2)c2ccccc2N1
→ 2.2%, -4%, 3%, 0%, 12%, 1%, -6%, 3%
